Lipid storage S3 – qHTS Assay for Lipid Storage Modulators in Drosophila S3 Cells. Drosophila S3 cells, BODIPY lipid droplet fluorescence, 18-24 h; cells fed with added oleic acid. lipid storage change, negative = inhibition, % at the top dose, mostly 46.1 µM; hits show Potency in µM. actives 0.64% (n = 320,000); active means well fitted inhibition curve with a large enough effect in the signal ratio, with a control signal flat, not every such curve was filed as active; inconclusive means small, poorly fitted or top-dose-only effect, or effect the other way, or a change in a side signal; the % refers to the signal ratio
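Laser-scanning cytometry quantifies lipid droplet accumulation (500–530 nm total intensity; droplet/cell object ratio) in oleic acid-fed (400 uM added) Drosophila S3 cells treated with a concentration series. 20 uM Triacsin C defined 100% inhibition.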
Lipid storage S3 cell count max – further read-out of Lipid storage S3, marked with its call; cell number change, %; measured here: cell count max response;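 cells counted by Cell Tracker Red CMTPX staining in the red channel; peak over a dose series mostly up to 46.1 µM; percent activity relative to internal control wells on each plate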
Active calls of the source: *; i = inactive; ? = inconclusive; . = no result given; [ ] = remark or other dose. On the % scale 0 is the no-effect control and ±100 the full control effect; potency means the concentration at half of the fitted maximal effect. Not all compounds are listed. The share of hits here may be higher or lower than overall.

Values in the order – Lipid storage S3 cell count max | Lipid storage S3
> CC1=C(C(=O)Nc2ccccn2)C(c2ccc(F)cc2)n2ncnc2N1 (stereo not given)
    11 | 8%
> NC(=O)c1nsc(C(=O)N(Cc2ccco2)C(C(=O)NCc2ccc(F)cc2)c2ccc(O)cc2)c1N (stereo not given)
    . | i
> O=C(CSc1nnc(-c2ccccn2)n1Cc1ccccc1)N1CCCC1
    . | i
> CN(CC(=O)Nc1ccc(Cl)c(Cl)c1)C(=O)C12CC3CC(CC(C3)C1)C2
    . | ?
> COCCCNC(=O)C1=CCN(S(=O)(=O)c2ccc(C)cc2)CC1
    -14 | i
> COCCn1nnnc1C(c1ccccc1Cl)N1CCN(c2ccccc2OC)CC1 (stereo not given)
    0 | 10%
> CC(C)(C)OC(=O)CN1C(=O)C(Sc2n[nH]c(-c3ccccc3)n2)CCc2ccccc21 (stereo not given)
    -18 | -13%
> CSc1cccc(CN2CCN(Cc3ccccc3)C(CCO)C2)c1 (stereo not given)
    1 | 19%
> NC(=O)C1CN(C(=O)c2nn(Cc3ccccc3)c(=O)c3ccccc23)c2ccccc2O1 (stereo not given)
    . | ?
> O=C1c2cc(Cl)ccc2OC2(CCNCC2)C12CC(c1ccc(Cl)cc1)=NO2 (stereo not given)
    -5 | 0%
> C=Cn1cc[n+](CC(=O)c2cccs2)c1
    -5 | 5%
> Cc1cccc(NC(=S)N(C)C2(c3ccccc3Cl)CCCCC2=O)c1 (stereo not given)
    6 | i
> O=C(O)c1ccccc1C(=O)Nc1ccccc1
    . | i
> COc1cc2c(cc1OC)C(C(=O)N1CCN(c3ccccc3)CC1)C(c1cccs1)N(C)C2=O (stereo not given)
    . | ?
> COc1ccc(/C=C(/CC(=O)Nc2ccccc2)c2nc3ccccc3s2)cc1
    -1 | -5%
> O=C(NNS(=O)(=O)Cc1ccccc1)c1ccc([N+](=O)[O-])cc1
    18 | 15%
> O=C(Nc1cccc(Cl)c1)NC1CCCCC1
    . | ?
> Cn1c(=O)c(=O)n(C)c2cc(S(=O)(=O)NCCN3CCN(c4ccccc4F)CC3)ccc21
    . | ?
> O=C(COC(=O)c1cc(Cl)ccc1O)NC(=O)NCc1ccccc1
    . | ?
> O=C(CSc1nc2nc(-c3cccs3)cc(C(F)(F)F)c2c(=O)[nH]1)Nc1c(F)c(F)c(F)c(F)c1F
    . | ?
> COC(=O)CNC(=O)c1cccc(Cl)c1
    10 | 14%
> Cc1ccc(CN2CCC(C(=O)NCCC(C)C)CC2)o1
    6 | 1%
> CC1CN(S(=O)(=O)N2CCOCC2)CCN1S(=O)(=O)N1CCOCC1 (stereo not given)
    . | ?
> CN1CCN(S(=O)(=O)c2ccc(NC(=O)c3ccccc3F)cc2)CC1
    10 | i
> COc1cccc(OCCOc2ccc(/C=C3/SC(=S)NC3=O)cc2)c1
    . | ?
> CC(=O)c1c(C)n([O-])c2ccc(C)cc2[n+]1=O
    -4 | 15%
> Cc1[nH]n(-c2ccc(F)cc2)c(=O)c1/C=N/c1sc2c(c1C#N)CCCC2
    9 | -20%
> NC(=O)Cn1c(=O)n(-c2ccccc2)c(=O)c2oc3ccccc3c21
    6 | 3%
> CC(/C=N/NC(=S)Nc1cccc(S(=O)(=O)N(C)C)c1)c1ccccc1 (stereo not given)
    . | ?
> CC1CN(S(=O)(=O)c2cccc(C(=O)NNC(=O)C(C)Oc3ccccc3F)c2)CC(C)O1 (stereo not given)
    . | ?

Shown with each value named: part of the list above.
Cc1ccc(CN2CCC(C(=O)NCCC(C)C)CC2)o1
  Lipid storage S3 cell count max = 6; Lipid storage S3 = 1%

CSc1cccc(CN2CCN(Cc3ccccc3)C(CCO)C2)c1 (stereo not given)
  Lipid storage S3 cell count max = 1; Lipid storage S3 = 19%

Cc1[nH]n(-c2ccc(F)cc2)c(=O)c1/C=N/c1sc2c(c1C#N)CCCC2
  Lipid storage S3 cell count max = 9; Lipid storage S3 = -20%

NC(=O)Cn1c(=O)n(-c2ccccc2)c(=O)c2oc3ccccc3c21
  Lipid storage S3 cell count max = 6; Lipid storage S3 = 3%

Complete entries from above:
C=Cn1cc[n+](CC(=O)c2cccs2)c1 is listed with Lipid storage S3 cell count max = -5; Lipid storage S3 = 5%
Cc1cccc(NC(=S)N(C)C2(c3ccccc3Cl)CCCCC2=O)c1 (stereo not given) is listed with Lipid storage S3 cell count max = 6; Lipid storage S3 = i

(continued)
Values in the order – Lipid storage S3 cell count max | Lipid storage S3
> Cc1ccc(C(=O)CC2(O)C(=O)N(C)c3ccc(Br)cc32)c(C)c1 (stereo not given)
    . | ?
> Oc1ccc(CNC2CCCCC2)cc1
    0 | 16%
> CN(c1ccccc1C(=O)NC1CCCCC1)S(=O)(=O)c1ccccc1
    9 | 17%
> COc1ccc(Cc2nnc(SCC(=O)NC(C)c3ccccc3)o2)cc1 (stereo not given)
    . | ?
> Cc1nc(C(F)(F)F)nc(Nc2ccc(N=Nc3ccccc3)cc2)c1C#N
    . | ?
> CCOC(=O)Cc1csc(NC(=O)c2ccncc2)n1
    . | -7%
> COc1ccc(NC(=O)C2CCCN(S(=O)(=O)c3ccc4c(c3)oc(=O)n4C)C2)c(OC)c1 (stereo not given)
    13 | 11%
> S=c1[nH]c(-c2ccccc2)cn1/N=C/c1ccccc1Br
    . | ?
> CCc1cccc(C)c1NC(=O)C1CCN(c2nn3c(=O)cc(C)nc3s2)CC1
    . | ?
> Cc1ccc(NC(=O)CN(C)C(=O)c2ccc(NS(=O)(=O)c3ccc4[nH]c(=O)[nH]c4c3)cc2)cc1
    . | ?
> CCN(CC(=O)Nc1c(F)cccc1F)C(=O)Cc1ccc(S(=O)(=O)N2CCOCC2)s1
    -15 | i
> Cc1ccc2nc(-c3ccc(O)cc3)c(Nc3ccc4c(c3)OCCO4)n2c1
    . | ?
> CCC(C)NC(=O)CN(C1CCCCC1)S(C)(=O)=O (stereo not given)
    . | ?
> CCOc1ccc(N2CC(C(=O)NC3=NCCS3)CC2=O)cc1 (stereo not given)
    . | ?
> Cn1c(-c2ccc3c(c2)OCO3)cnc1NC(=O)CCC(=O)NCCc1ccccc1
    . | ?
> COc1cc2c(C(=O)Nc3ccc4c(c3)OCO4)cn(CC(C)C)c(=O)c2cc1OC
    . | ?
> COc1ccc(NC(=O)NNS(=O)(=O)c2cc(C)ccc2C)cc1OC
    . | ?
> Cc1cc2ccccn2c1C(=O)c1nc(NCc2ccccc2)ncc1Cl
    . | ?
> Cc1ccc(S(=O)(=O)CC(CN2CCCCC2)N2CCCCC2)cc1 (stereo not given)
    . | ?
> COc1cc2c(cc1OC)C(C)N(C(=O)c1sc(-c3cnccn3)nc1C)CC2 (stereo not given)
    . | ?
> CCC(C)[C@H](NC(=O)NCc1ccccc1Cl)C(=O)OC (stereo not given in full)
    -19 | 7%
> COc1ccc(CCNC(=O)COC(=O)COc2c(C)cc(C)cc2C)cc1OC
    . | ?
> Cc1ccc(C)c(Cn2nnc(C(=O)Nc3ccc4c(c3)OCCO4)c2N)c1
    . | ?
> COC(=O)Nc1ccc(S(=O)(=O)N2CCCC(C(=O)Nc3cccc4c3OCCO4)C2)cc1 (stereo not given)
    . | ?
> COCCCNC(=O)c1cc2cc([N+](=O)[O-])cc(OC)c2oc1=O
    -7 | -8%
> O=c1[nH]c2ccccc2c(=O)n1CCCO
    . | i
> Cc1cc(C)nc(SCc2cnc(C)nc2N)n1
    . | ?
> O=C(CSc1nnnn1-c1ccccc1)c1cc2ccccc2oc1=O
    . | i
> COC(=O)NCC(c1ccco1)N1CCN(c2ccccc2)CC1 (stereo not given)
    . | -2%
> COCCCNC(=O)C(=O)NCC1CCCN1S(=O)(=O)c1cccs1 (stereo not given)
    . | ?
> O=C(c1ccco1)N1CCN(C(=O)c2[nH]ncc2[N+](=O)[O-])CC1
    . | ?
> Nc1ccc2nn(-c3ccccc3)nc2c1
    -9 | -4%
> COc1ccc(N/C=C\C(=O)c2ccc3ccccc3c2)cc1
    . | i
> CCOC(=O)N1CCN(c2c(NCCCN(CC)c3cccc(C)c3)c(=O)c2=O)CC1
    . | ?
> CCc1ccc(-c2ccc(SCc3ccccn3)nn2)cc1
    -2 | 2%
> Nc1c(C(=O)O)sc2nc(-c3ccccc3)c3c(c12)CCCC3
    4 | 9%
> Cn1c(=O)cc(SCC(=O)Nc2ccc3c(c2)OCO3)c2ccccc21
    -8 | -9%
> Cc1ccccc1N(C(=O)c1csnn1)C(C(=O)NC(C)(C)C)c1ccncc1 (stereo not given)
    17 | 1%
> N=c1c2c3c(sc2nc2n1CCC2)CCCC3
    . | ?
> NC(=O)c1ccccc1NC(=O)Nc1cccc2ccccc12
    . | 4%
> COc1cccc(C(=O)NCCS(=O)(=O)NCc2ccc3c(c2)OCO3)c1
    . | ?
> CCN1CCN(CCOCCOc2ccccc2)CC1
    . | ?
> Cc1ccc(C)c(NS(=O)(=O)c2ccc(OCC(=O)N3CCCC3)cc2)c1
    . | ?
> CC(C)(C)C(C(=O)n1cccc1C#N)c1ccccc1 (stereo not given)
    1 | -14%
> COc1cc2c(cc1OC)C(C(=O)NC(C)c1ccccc1)CC(=O)N2 (stereo not given)
    4 | i
> COc1ccc(C(CC(=O)c2ccccc2)CC(=O)c2ccccc2)cc1
    9 | 7%
> COc1ccccc1C(O)(C(=O)NN(C(=O)c1ccccc1)c1ccccc1C)c1cccs1 (stereo not given)
    0 | -4%
> COc1ccccc1C(=O)C1CCCN(C(=O)c2cccnc2SC)C1 (stereo not given)
    -1 | 21%
> CCc1ccc(CN2CCN(c3ncccn3)CC2)cc1
    . | ?
> CCOC(=O)Nc1ccc(C)cc1Br
    . | ?
> CCOc1ccc(-c2cc(CCCC(=O)NCCC(C)C)no2)cc1
    3 | 1%
> CNC(=O)c1c(NC(=O)c2ccco2)sc(C)c1C
    . | ?
> O=C(NCc1cccc(F)c1)c1ccc(N2C(=O)Cn3c(cc4sccc43)C2=O)cc1
    . | ?
> CCOc1ccccc1NC(=O)CNC(=O)c1nn(-c2ccc(OC)c(OC)c2)c(=O)c2ccccc12
    . | ?
> CCc1ccccc1NC(=O)Nc1ccc(F)cc1
    1 | 12%
> O=C(NCCCN1CCOCC1)c1cccc(NS(=O)(=O)c2ccc(Br)cc2)c1
    -1 | i
> O=C(O)CCCCCNc1nc(-c2ccccc2)nc2ccccc12
    -16 | i
> COC(=O)c1ccc(COc2ccc(C=O)cc2)o1
    -4 | i
> O=C(CCc1ccccc1)N/N=C/c1cccc([N+](=O)[O-])c1
    4 | 4%
> O=C(NCCCn1cccn1)C1CCC(=O)N(CCc2ccccc2)C1 (stereo not given)
    . | ?

Continued:
Values in the order – Lipid storage S3 cell count max | Lipid storage S3
> CC1CCCc2sc3ncn(N)c(=N)c3c21 (stereo not given)
    -9 | 2%
> CCCn1c(SCC(=O)Nc2ccccc2Oc2ccccc2)n[nH]c1=O
    . | ?
> O=C(NCCNC(=O)c1ccccc1F)c1ccccn1
    . | ?
> Cc1cnc(SCc2ccc(Cl)cc2Cl)[nH]c1=O
    -1 | 0%
> COc1cc(C(=O)NNC(=O)CNC(=O)c2ccc(Br)o2)cc(OC)c1OC
    . | ?
> COc1cccc(-c2nc(CS(=O)(=O)CC(=O)NCCc3ccc(OC)cc3OC)c(C)o2)c1
    . | ?
> OC(c1ccccn1)C1CCN(Cc2nc(C(c3ccccc3)c3ccccc3)no2)CC1 (stereo not given)
    -1 | 1%
> Cc1ccc(NS(=O)(=O)c2ccc(OCC(=O)NCC3CCCO3)cc2)cc1 (stereo not given)
    -7 | -7%
> Cc1cc(C)nc(NC(=O)Cc2cccs2)n1
    . | ?
> COc1ccc([N+](=O)[O-])cc1N(CC(O)CN(CC(C)C)CC(C)C)S(=O)(=O)c1ccccc1 (stereo not given)
    . | ?
> C=CCOC(=O)C1=C(C)NC(=S)NC1/C=C/c1ccccc1 (stereo not given)
    -3 | 20%
> Cc1cc(Cl)ccc1OC(C)C(=O)Nc1cnn(CCCC(=O)O)c1 (stereo not given)
    -12 | 13%
> C=CCNc1nc(Cl)nc(NC2CCCCC2)n1
    . | ?
> CCN(CC)S(=O)(=O)c1ccc(NC(=S)Nc2ccc(F)cc2)cc1
    17 | 8%
> COC(=O)CCCC1=CC2=CC(=O)C(C)(OC(=O)c3cccs3)C(=O)C2=CN1C1CCCC1 (stereo not given)
    -8 | 15%
> COc1cc2[nH]c(=O)n(CCC(=O)N3CCN(c4cc(Cl)ccc4C)CC3)c(=O)c2cc1OC
    . | ?
> CN(C)c1ccc(/C=C(\C#N)C(=O)Nc2nc3c(s2)CCN(Cc2ccccc2)C3)cc1
    6 | -27%
> Cc1cc(C)cc(NC(=O)c2ccc(N3C(=O)C4CCCCC4C3=O)cc2)c1 (stereo not given)
    . | ?
> O=[N+]([O-])c1ccccc1/C=C/C=N/Nc1nc(N2CCCCC2)nc(N2CCCCC2)n1
    13 | 9%[9.22 µM]
> COC(=O)c1ccc(NC(=S)NNC(=O)c2ccccc2)cc1
    9 | -17%
> CCCN1CCN(C(=O)c2c(Cl)cnn2C)CC1
    -8 | -2%

An excerpt of these results, with the structure last:
Lipid storage S3 cell count max,Lipid storage S3,smiles
.,?,COc1cc2[nH]c(=O)n(CCC(=O)N3CCN(c4cc(Cl)ccc4C)CC3)c(=O)c2cc1OC
.,?,CCCn1c(SCC(=O)Nc2ccccc2Oc2ccccc2)n[nH]c1=O
-9,2%,CC1CCCc2sc3ncn(N)c(=N)c3c21 (stereo not given)
